# Rpn11 inh = blocks the human proteasome subunit Rpn11 | 360,000 compounds, 0.59% hits | calls only at 20 µM | human 26S proteasome, Ub4-pepOG fluorescence polarization; 20S core pre-blocked with epoxomicin | AID 588493;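 active = inhibition at 20 µM, scaled to each plate's controls, above about 33%, limit read from the data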
# CSN inh = blocks human CSN-mediated cullin deneddylation; inhibition, % at 12.5 µM; 360,000 compounds, 0.38% hits; AID 651999; Purified CSN, SCF-Nedd8-OG deneddylation, fluorescence polarization; Q92905;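 active = pattern-corrected inhibition above about 35%, with an unprinted fluorescence ratio check between 0.5 and 1.5, limit read from the data, passing the limit was not always enough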;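 note: 0% = enzyme with substrate and 100% = substrate without enzyme; some results filed as inactive read as strong as hits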
# Target sequence (Q92905 whole entry, looked up, one chain of several): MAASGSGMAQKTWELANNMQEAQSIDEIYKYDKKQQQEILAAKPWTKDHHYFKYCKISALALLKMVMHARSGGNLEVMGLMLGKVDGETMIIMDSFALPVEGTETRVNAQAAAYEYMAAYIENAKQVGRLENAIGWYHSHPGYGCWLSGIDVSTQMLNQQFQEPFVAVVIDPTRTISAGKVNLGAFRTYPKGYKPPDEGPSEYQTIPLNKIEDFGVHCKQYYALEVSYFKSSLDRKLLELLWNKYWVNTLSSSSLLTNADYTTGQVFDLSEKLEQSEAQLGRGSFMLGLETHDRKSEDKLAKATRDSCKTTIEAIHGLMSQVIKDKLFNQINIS
#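 Detection – fluorescence polarization · System – HEK293T-derived human Csn5 enzyme · Controls – substrate-only high control, full reaction low control · Timing – 90 min, room temperature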
# DNMT1 inh = blocks human DNA methyltransferase DNMT1. P26358. DNMT1 molecular beacon, Hinp1I cleavage, fluorescence. inhibition (reported as % activation of signal), % at 10 µM. 360,000 compounds, 0.83% hits; in the data active = inhibition above about 50%
# STEP inh = blocks human striatal-enriched tyrosine phosphatase. inhibition, % at 20 µM. AID 588621. 360,000 compounds, 0.25% hits. P54829. recombinant STEP, OMFP fluorogenic substrate, fluorescence;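 active = inhibition at 20 µM, scaled per plate between control wells, above about 37%, limit read from the data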;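 note: 0% = DMSO with enzyme and substrate and 100% = substrate only without enzyme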
# Target sequence (P54829 whole entry, looked up): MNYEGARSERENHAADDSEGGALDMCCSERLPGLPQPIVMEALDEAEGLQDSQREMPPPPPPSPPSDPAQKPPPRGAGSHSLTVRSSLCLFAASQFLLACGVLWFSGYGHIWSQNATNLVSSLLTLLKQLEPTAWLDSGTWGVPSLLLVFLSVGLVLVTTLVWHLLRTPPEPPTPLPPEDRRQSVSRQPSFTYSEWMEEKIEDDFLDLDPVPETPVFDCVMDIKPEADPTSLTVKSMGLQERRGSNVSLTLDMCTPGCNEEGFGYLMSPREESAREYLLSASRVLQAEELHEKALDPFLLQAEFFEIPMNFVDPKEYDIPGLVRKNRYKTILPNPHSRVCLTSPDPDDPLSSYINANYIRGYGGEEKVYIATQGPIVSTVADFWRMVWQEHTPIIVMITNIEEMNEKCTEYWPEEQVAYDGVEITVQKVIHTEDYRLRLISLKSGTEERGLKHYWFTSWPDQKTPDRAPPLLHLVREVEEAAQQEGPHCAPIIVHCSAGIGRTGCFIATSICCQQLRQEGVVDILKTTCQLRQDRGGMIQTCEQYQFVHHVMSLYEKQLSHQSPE
#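 Material: STEP (striatal-enriched tyrosine phosphatase) enzyme, cell-free; Compound dosing: 20 µM single dose in 1% DMSO; Technique: fluorescence read at 480 nm ex / 540 nm em; Times: reaction 20 min, ambient temperature; Medium: 50 mM Bis-Tris pH 6.0 with 2.5 mM DTT and 0.005% Tween 20; Also added: OMFP at 25 µM.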
# LMPTP block = blocks human LMPTP phosphatase | P24666 | recombinant LMPTP-A, OMFP fluorogenic substrate, fluorescence intensity | inhibition, % at 20 µM | 360,000 compounds, 0.22% hits | AID 651560;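 active = compounds that cut the enzyme signal by at least half of the control window in the single-dose screen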;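 note: plate controls were DMSO wells with enzyme plus substrate for no effect and substrate without enzyme for full effect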
#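 Test system: LMPTP-A phosphatase enzyme. Amount: LMPTP-A at 0.625 nM final in the reaction. Reagent: OMFP substrate, 400 µM final. Times: 50 min at room temperature. Signal: endpoint fluorescence intensity from OMFP dephosphorylation. Read-out basis: % inhibition. Benchmarks: no-enzyme and uninhibited controls.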
# NadD inh = NadD (S. aureus) enzyme inhibition; purified NadD enzyme, colorimetric absorbance read-out; inhibition, % at 20 µM; 360,000 compounds, 0.78% hits; AID 602399; in the data active = inhibition above about 26%; note: some compounds past the cut are filed as inactive
# MsrA inhibitor = bovine MsrA inhibition; inhibition, % at 15.5 µM; purified bovine MsrA, absorbance read-out; 360,000 compounds, 0.75% hits; in the data active = inhibition above about 4.5%;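 note: 0% = vehicle wells with enzyme and 100% = reference inhibitor wells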
# Scp1 inh = Scp-1 (human) phosphatase inhibition | Q9GZU7 | Recombinant Scp1, phosphopeptide, malachite green phosphate absorbance | inhibition, % at 20 µM | 340,000 compounds, 0.88% hits | AID 493091;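 active = inhibition above about 50% at 20 µM, limit read from the data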;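 note: plate controls were DMSO wells with enzyme for no effect and wells lacking enzyme for full effect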
#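 Material: truncated SCP-1 phosphatase (76-261aa) / Buffer or medium: 50 mM Tris acetate pH 5.5, 0.005% Tween-20, 10 mM MgCl2 / Compound dosing: one concentration, 20 µM, with 1.0% DMSO / Incubation: 45 min room-temperature reaction, 5 min colour, 30 min stabiliser / Detection: colorimetric free-phosphate detection, absorbance 630 nm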
# SUMO1 PPI mod = alters human SUMO1 binding to SIM partners; P63165; SUMO1 binding to a labelled peptide, TR-FRET, 1 h; 360,000 compounds, 0.33% hits; inhibition, % at 20 µM; AID 602429; in the data active = inhibition above about 37%
# Target sequence (P63165 whole entry, looked up): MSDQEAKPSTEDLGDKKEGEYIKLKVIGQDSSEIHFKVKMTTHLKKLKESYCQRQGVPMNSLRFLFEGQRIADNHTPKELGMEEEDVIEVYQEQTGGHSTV
# Tb MetRS inh = Trypanosoma brucei MetRS inhibition; inhibition, % at 11.9 µM; purified T. brucei MetRS, ATP depletion, Kinase-Glo luminescence; AID 624268; 360,000 compounds, 0.4% hits;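 active = inhibition above a per-plate cutoff of the control wells' mean inhibition plus 3 SD, cut at about 5.5% in these data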;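 note: 0% = DMSO wells median and 100% = median of wells with control inhibitor compound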
#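 Assay system: T. brucei methionyl-tRNA synthetase, purified | Medium: HEPES buffer with MgCl2, KCl, DTT, spermine, BSA, pyrophosphatase | Compound: 11.9 µM single point | Incubation: 15 min enzyme-compound preincubation, 2 h reaction, 10 min detection, 25 °C | Measured by: Kinase-Glo luciferase luminescence reporting remaining unconsumed ATP | Measure: % inhibition normalized to control-well medians | Replication: Singlicate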
# The depositor's hits bear a star; i = inactive; . = not tested or not shown; & = joins results of further samples.
SMILES	Rpn11 inh	CSN inh	DNMT1 inh	STEP inh	LMPTP block	NadD inh	MsrA inhibitor	Scp1 inh	SUMO1 PPI mod	Tb MetRS inh
C/C(CC(=O)NCc1ccc(F)cc1)=N\NC(N)=S	i	4	0	2	0.0	-4	-0.4	-1	2	-0.6
COc1ccc(CCn2c(C)cc(C(=O)CSc3nnnn3C)c2C)cc1	i	0	0	4	0.8	-3	0.0	0	-1	0.3
O=C1c2ccccc2-c2nc3ccccc3n21	i	-1&1	2&1	1&5	-0.8&1.2	-3&-7	-1.5&1.2	-10&-4	-8&1	-0.4&-0.2
Cn1c(=O)c(-c2cc(Br)ccc2N)nc2ccccc21	i	-3	-5	0	2.1	7	1.0	-8	-18	-0.7
Cc1c(NS(=O)(=O)c2ccc3c(c2)OCCO3)cccc1-c1nc2cccnc2s1	i	-2	-12	-2	1.3	1	-0.8	-5	-5	-0.3
O=C(NCCc1cn2ccccc2n1)c1ccccc1F	i	2	0	3	-1.1	4	0.6	-10	7	-0.3
Cc1ccc(OCC(=O)N(Cc2ccco2)c2c(N)n(Cc3ccccc3)c(=O)[nH]c2=O)cc1C	i	-2	-1	2	0.6	2	-0.1	-7	7	0.0
CC(=O)N1CCc2cc(S(=O)(=O)NCc3ccc(C)cc3)ccc21	i	4	-3	-2	-0.5	-6	-0.5	-8	1	-0.5
CC1=CCC2C(=O)N(c3ccc(C(=O)N4CCCCCC4)cc3)C(=O)C2C1 (stereo not drawn)	i	4	-1	-5	-1.3	1	-0.1	-9	-4	-0.6
COc1ccc2cc(C(=O)C3CCCN(C(=O)c4cc5nc(C)cc(C)n5n4)C3)ccc2c1 (stereo not drawn)	i	2	-1	1	-1.4	8	-0.5	-7	-5	1.1
COC(=O)c1sc(-c2ccc(C(C)(C)C)cc2)cc1NC(=O)/C=C/C(=O)O	i	7	22	5	3.9	10	-0.6	-12	-1	-0.1
COc1ccc(CCNC(=O)CS(=O)(=O)c2cn(CC(=O)N3CCOCC3)c3ccccc23)cc1OC	i	2	-1	-2	-1.2	0	-0.1	2	1	0.0
Cc1ccc(S(=O)(=O)N2CCc3ccccc3C2)cc1C	i	1	-1	-2	1.9	-4	0.3	-16	1	-0.4
CCc1nc(SCC(=O)N2CCOCC2)c2c(=O)n(C)c(=O)n(C)c2n1	i	-6	1	9	-2.7	1	0.2	-1	4	-0.2
COc1ccc(NC(=O)CN(C)Cc2cccs2)cc1Cl	i	2	-4	-2	-0.3	-1	0.0	4	-1	-1.1
O=C(NCCOC(=O)c1ccncc1)c1ccccc1	i	2	2	-10	-1.1	1	-0.2	3	-1	-2.1
CS/C(=C\[N+](=O)[O-])Nc1ccc(OC(F)(F)F)cc1	i	-4	1	1	0.0	-1	1.0	-3	-1	-0.4
COCCOC(=O)C1=C(C)Nc2nc(C)nn2C1c1ccccc1 (stereo not drawn)	i	5	7	0	0.7	0	1.3	10	-1	-1.3
Cc1ccccc1OCCOc1ccc([N+](=O)[O-])cc1/C=N/n1cnnc1	i	2	-3	2	1.9	2	-0.9	-7	-8	0.3
C=CC1C(N2CCOCC2)C(C)(C)S1(=O)=O (stereo not drawn)	i	-4	1	-3	-1.1	-4	0.2	-10	1	-1.1

# Arranged by value in STEP inh (smallest number first): 3 of the compounds above.
SMILES	Rpn11 inh	CSN inh	DNMT1 inh	STEP inh	LMPTP block	NadD inh	MsrA inhibitor	Scp1 inh	SUMO1 PPI mod
CC1=CCC2C(=O)N(c3ccc(C(=O)N4CCCCCC4)cc3)C(=O)C2C1 (stereo not drawn)	i	4	-1	-5	-1.3	1	-0.1	-9	-4
C/C(CC(=O)NCc1ccc(F)cc1)=N\NC(N)=S	i	4	0	2	0.0	-4	-0.4	-1	2
O=C(NCCc1cn2ccccc2n1)c1ccccc1F	i	2	0	3	-1.1	4	0.6	-10	7

# Next section.
SMILES	Rpn11 inh	CSN inh	DNMT1 inh	STEP inh	LMPTP block	NadD inh	MsrA inhibitor	Scp1 inh	SUMO1 PPI mod	Tb MetRS inh
COc1ccc(CC(=O)N2CCN(c3cccc(Cl)c3)CC2)cc1OC	i	-3	-4	2	0.3	3	-1.0	43	3	0.8
CC(=O)[C@H]1[C@@H]2C(=O)N(c3cccc(Cl)c3)C(=O)[C@@H]2[C@H]2c3ccccc3C=CN21	i	-3	-20	6	0.1	10	-1.6	-7	5	0.1
CC(C(=O)O)C1SC(=O)NC1=O (stereo not drawn)	i	6	1	-3	-1.0	-4	-0.9	2	-2	-0.4
Cc1ccc(OCCNC(=O)c2cncc(Br)c2)cc1C	i	-5	0	5	1.3	-1	1.2	-5	0	0.1
O=C1c2ccccc2C(O)N1c1ccc(Cl)cc1 (stereo not drawn)	i	-2	-1	-2	-2.4	-3	0.8	-7	1	0.0
O=C(Cc1ccccc1C(=O)O)Nc1cccc2ccccc12	i	-1	-3	1	0.2	-2	1.0	-1	-3	-0.5
Cn1c(NCc2ccccc2F)nc2cc(-c3ccsc3)sc2c1=O	i	2	-8	-4	3.9	3	1.2	.	-19	0.1
N#CC1=C(N)N(c2ccc(Br)cc2)C2=C(C(=O)CCC2)C1c1cccnc1 (stereo not drawn)	i	4	-5	1	2.1	10	1.9	7	-3	0.0
O[C@@H](CNC[C@H](O)c1ccccc1)c1ccccc1	i	0	1	1	-1.9	-2	-0.6	0	2	-0.5
Cc1nn(-c2ccccc2)c(C)c1/C=N/NC(=O)c1cc(C2CC2)[nH]n1	i	-1	5	-3	0.2	3	1.1	-9	-4	-1.6
Cc1cccc(C(=O)NCC(=O)N2CCOCC2)c1	i	-3	1	2	-1.6	1	-0.7	1	4	0.1
CC1CCCCC1NC(=O)CN(C)S(=O)(=O)c1cccc2nsnc12 (stereo not drawn)	i	-5	1	-2	-0.9	-5	0.1	2	-24	-0.7
Cc1c(Cl)cccc1NC(=S)N1CCC(N(C)CC2CCCO2)CC1 (stereo not drawn)	i	-3	2	12	-4.4	1	0.7	-5	4	-0.4
O=C(Cc1ccccc1)Nc1ccc2oc(-c3cccnc3)nc2c1	i	4	-6	9	0.9	-5	-1.1	10	3	-0.6
O=C(CNS(=O)(=O)c1ccccc1)N/N=C/c1ccncc1	i	-3	1	-1	-0.8	-1	-0.3	-2	0	-0.2
CC(C)(C)c1ccc(-c2nc3n(c(=O)c2C#N)CCS3)cc1	i	5	-1	1	0.1	0	0.8	-11	-28	-0.7
Clc1cccc(NC2=NCCC2)c1	i	2	-1	-2	-1.9	6	-0.1	-6	-1	-0.7
NC(=O)NCc1ccccc1	i	-3	3	-1	-2.1	1	-1.0	2	2	0.2
Brc1ccc2nc3c(n2c1)CCCC3	i	4	1	-4	0.2	1	0.6	-5	-3	0.1
COc1ccc(NC(=O)N(C)C[C@H]2Oc3c(NC(=O)Cc4ccccc4)cccc3C(=O)N([C@H](C)CO)C[C@@H]2C)cc1	i	-1	4	-1	-0.5	-1	-0.5	-3	-3	-0.2

# Remaining list, next part.
SMILES	Rpn11 inh	CSN inh	DNMT1 inh	STEP inh	LMPTP block	NadD inh	MsrA inhibitor	Scp1 inh	SUMO1 PPI mod	Tb MetRS inh
CCOC(=O)C1CCCN(C(=O)c2cc3nc(-c4ccc5c(c4)OCO5)cc(C(F)(F)F)n3n2)C1 (stereo not drawn)	i	6	-8	2	3.5	-4	-0.5	-9	-13	0.0
Cc1ccn(CC(C)C(=O)O)n1 (stereo not drawn)	i	3	4	-1	-0.9	1	1.5	-8	2	-0.5
O=C(Nc1ccccc1C(=O)NC(Cc1c[nH]c2ccccc12)C(=O)O)c1ccccc1 (stereo not drawn)	i	3	1	0	-0.7	-5	0.2	-10	3	-0.7
O=C(Nc1cccc(S(=O)(=O)NC2=NCCC2)c1)c1cc(F)c(F)c(F)c1F	i	-6	-2	-1	-6.8	0	-0.3	-4	-3	-0.2
Cc1ccc(-c2cn3c(n2)CCCC3)cc1	i	-3	-4	2	-1.2	-3	1.0	3	0	0.3
O=C(O)CCN1CC2([N+](=O)[O-])C=CC(=O)C([N+](=O)[O-])(C1)C2CC(=O)c1ccccc1 (stereo not drawn)	i	-10	11	2	-0.9	-5	3.0	0	-4	-0.2
COc1ccc(C(=O)Nc2cccc(S(=O)(=O)N3CCCC3)c2)cc1S(=O)(=O)N1CCOCC1	i	1	-2	-1	-1.1	-3	-0.2	-10	-3	0.1
CN1CCN(c2ccc([N+](=O)[O-])cc2NC(=O)c2ccco2)CC1	i	-1	4	0	0.4	0	2.6	-8	-27	-0.2
COCCN(C(=O)c1ccco1)c1nnc(-c2ccc(OC)cc2)s1	i	1	0	-2	0.5	-3	0.4	0	1	-0.1
CC1(C(=O)Nc2ccc3c(c2)OCCO3)CCN1C(=O)C1(c2ccccc2)CC1 (stereo not drawn)	i	2	5	0	-0.6	-2	-1.3	.	0	-0.3
CN(C)N1C(N)=C(C#N)C(c2ccccc2)C2=C1CCCC2=O (stereo not drawn)	i	-18	0	0	0.2	5	1.3	3	-1	-1.3
CCOP(=O)(c1ccccc1Cl)C1(O)CCCCC1 (stereo not drawn)	i	-3	1	-4	-1.0	-6	-0.2	-5	0	-0.3
CSCCC(NC(=O)c1ccco1)C(=O)N(C)CC(=O)Nc1c(Cl)cccc1Cl (stereo not drawn)	i	0	2	-1	-0.9	-4	-0.3	-1	6	-0.5
Cc1cccc(NC(=O)NCC(F)(F)F)n1	i	6	1	-9	-1.8	0	-0.8	-7	1	0.0
O=C1c2ccccc2C(=O)N1c1nc2nccc(-c3ccccc3)n2n1	i	-1	4	24	-1.5	-4	0.7	101*	-2	-1.2
CCCNC(=O)c1noc2c1CCc1cc(OC)ccc1-2	i	2	0	0	0.4	-9	-0.5	-4	-4	-0.1
COc1ccc(CN2C(=O)C(CC(=O)NCCCCc3ccccc3)CC(C(=O)N3CCCCCC3)=C2C)cc1 (stereo not drawn)	.	-6	.	.	0.8	8	-0.2	.	1	-0.5
Cn1cc2cccc([N+](=O)[O-])c2n1	i	1	-6	-1	-1.7	2	-0.3	-4	-21	0.1
Cc1nc(SCC(=O)NC2CCS(=O)(=O)C2)c2c3c(sc2n1)CCC3 (stereo not drawn)	i	5	2	-3	-0.8	-3	-1.2	-12	4	-0.3
CCCC(=O)Nc1nnc(C2CCCO2)s1 (stereo not drawn)	i	-7	-2	0	-0.8	-5	1.9	-2	-1	-0.5
COc1cnc(-c2ccccn2)[nH]c1=O	i	-4	2	1	-0.3	-2	1.8	1	-4	-0.8

# Screening data (PubChem)
